# ALOX15B inhib: qHTS Assay for Inhibitors of 15-hLO-2 (15-human lipoxygenase 2). Polyunsaturated fatty acid lipoxygenase ALOX15B (Homo sapiens), O15296. purified 15hLO-2, xylenol orange hydroperoxide absorbance. Potency, µM (highest dose often 57.1 µM), for inactives: at the top dose activity change, negative = inhibition, hits mostly inhibitors. 110,000 compounds, 0.56% hits; note: potency is the fitted concentration of half-maximal effect; nearly all actives have a fitted effect of over 60% in size; many of its hits are not listed in these tables
#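 Purified human 15hLO-2 (50 nM) preincubated 15 min with compound, then 45 uM arachidonic acid for 90 min at RT in 25 mM Hepes pH 7.5, 0.01% Triton X-100. Hydroperoxide detected by Fe-xylenol orange; 573/405 nm absorbance ratio.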
# IMPase cell inh: qHTS Assay for Identifying the Cell-Membrane Permeable IMPase Inhibitors; CHO-M1 cells, IP1 accumulation, HTRF TR-FRET ratio; inhibition (IP1 accumulation), % at 46.1 µM; 120,000 tested, under 10 active; active = well fitted curve in the direction sought with a large enough effect in the signal ratio, not every such curve was filed as active; inconclusive = small, poorly fitted or top-dose-only effect, or a change in a side signal; inactive = no such curve, though single readings can be large or run the other way; the % refers to the signal ratio;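 note: cells stimulated with carbachol in lithium chloride buffer; plate controls were DMSO basal wells for no effect and reference inhibitor wells for full effect; higher means more IMPase inhibition seen as more IP1 and lower FRET ratio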
# Target sequence (P97697 whole entry, looked up): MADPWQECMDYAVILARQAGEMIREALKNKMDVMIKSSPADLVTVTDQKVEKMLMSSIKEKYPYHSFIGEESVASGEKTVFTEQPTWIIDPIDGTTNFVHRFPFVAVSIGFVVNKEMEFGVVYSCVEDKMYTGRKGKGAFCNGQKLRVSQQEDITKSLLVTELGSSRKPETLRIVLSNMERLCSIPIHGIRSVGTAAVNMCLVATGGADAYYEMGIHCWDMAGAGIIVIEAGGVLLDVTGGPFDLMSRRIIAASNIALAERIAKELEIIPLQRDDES
#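 In this qHTS, compounds (final up to 46 uM) act on CHO-M1 cells that are then activated through the M1 receptor with carbachol, in pH 7.4 buffer containing 50 mM LiCl, for 30 min. IP1 accumulation is quantified by the IP-One immunoassay.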
# PNC assembly inh: High Content Assay for Compounds that inhibit the Assembly of the Perinucleolar Compartment | PC3M PTB-GFP, PNC prevalence imaging, 16 h; active compounds read low | activity change (PNC), negative = inhibition, % at 10 µM | 140,000 compounds, 3.1% hits | AID 2417, 2010;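 active = readout at or below -70, meaning at least 70% loss of cells showing the perinucleolar compartment, a nuclear body marking cancer cells; inconclusive = readout between -30 and a set limit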;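 note: plate controls were DMSO wells for no effect and camptothecin positive control wells for full effect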
#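 Compounds are pinned in duplicate onto adhered PC3M cells stably expressing GFP-tagged PTB and incubated 16 h at 37 C. Cells are then fixed, nuclei stained with Hoechst, and PNC-positive cells counted.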
# ALOX12 inhib: qHTS Assay for Inhibitors of 12-hLO (12-human lipoxygenase); Polyunsaturated fatty acid lipoxygenase ALOX12 (Homo sapiens), P18054; purified 12-hLO, xylenol orange hydroperoxide absorbance; Potency, µM (series often up to 57.1 µM), inactives show top-dose activity change, negative = inhibition, usual class: inhibitors; 150,000 compounds, 0.12% hits; note: potency is the fitted concentration of half-maximal effect; nearly all actives have a fitted effect of over 55% in size; many of its hits are not listed in these tables
# Target sequence (P18054 whole entry, looked up): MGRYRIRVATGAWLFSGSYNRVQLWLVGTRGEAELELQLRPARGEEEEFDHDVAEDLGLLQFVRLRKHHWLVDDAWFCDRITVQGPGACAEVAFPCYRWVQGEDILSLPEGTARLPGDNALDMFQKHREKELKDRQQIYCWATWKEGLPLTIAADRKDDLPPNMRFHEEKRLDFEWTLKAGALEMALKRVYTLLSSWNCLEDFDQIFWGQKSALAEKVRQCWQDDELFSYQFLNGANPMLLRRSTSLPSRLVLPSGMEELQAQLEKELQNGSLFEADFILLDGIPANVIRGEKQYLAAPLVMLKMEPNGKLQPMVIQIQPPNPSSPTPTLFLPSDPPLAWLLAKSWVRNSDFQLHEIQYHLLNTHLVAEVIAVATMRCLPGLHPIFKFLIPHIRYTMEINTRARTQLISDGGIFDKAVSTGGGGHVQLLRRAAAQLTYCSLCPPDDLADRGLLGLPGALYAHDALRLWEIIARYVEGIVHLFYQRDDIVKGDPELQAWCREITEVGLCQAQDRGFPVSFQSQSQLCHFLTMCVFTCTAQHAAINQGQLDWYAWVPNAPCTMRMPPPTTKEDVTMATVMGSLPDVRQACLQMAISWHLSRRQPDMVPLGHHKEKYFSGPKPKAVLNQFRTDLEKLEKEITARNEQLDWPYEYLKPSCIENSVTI
#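 Purified human 12hLO (150 nM), preincubated 15 min with compound, then 40 uM arachidonic acid for 30 min, room temperature, Hepes pH 7.0 with 0.01% Triton X-100. Hydroperoxide detected by ferrous iron/xylenol orange; 573/405 nm absorbance ratio gives reaction progress.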
# * marks the source's active call; other numbers are inactive results; ? = inconclusive; . = no result given; [ ] = remark or other dose. Unless noted, calls come from the whole dose curve; as a rule, active = well fitted curve in the direction sought with a large enough effect; inconclusive = small, poorly fitted or top-dose-only effect, or another doubt; inactive = no such curve, though single readings can be large; an effect the other way counts as inactive or inconclusive. Unless noted, % is set by controls: 0 for no effect and ±100 for the full control effect. The order is random; overall some 3.1% were active at least once.
# Start of the data: the first 16 entries as a preview:
SMILES,ALOX15B inhib,IMPase cell inh,PNC assembly inh,ALOX12 inhib
Cc1ccc(-c2nnc(SC(C)C#N)n2N)cc1 (stereo not drawn),3%,-11,66,3%
Cc1ccccc1OCC(=O)N/N=C/c1ccncc1,.,.,?,-2%
Cc1ccc(CC2C(=O)N(c3ncccn3)C(=O)C2C)cc1 (stereo not drawn),5%,-5,3,0%
Cc1cc(NC(=O)c2cc(Cl)ccc2Cl)no1,-5%,2,-23,-1%
O=C(O)c1cnn2c(C(F)F)cc(C3CC3)nc12,1%,0,-8,2%
COc1cc2c(OC)cccc2cc1C(=O)O,-1%,6,27,-3%
C[N@+]1(CCC(=O)c2ccccc2)CC[C@H]2CC[C@H](C2)C1,-5%[11.4 µM],.,.,-2%[11.4 µM]
CC(=O)Nc1ccc(S(=O)(=O)NNC(=O)COc2cccc(C)c2)cc1,?,8,20,4%
COc1cc(OC)cc(C(=O)OCC(=O)Nc2ccc(N3CCCCC3)cc2)c1,-5%,4,-9,0%
COC(=O)[C@@H]1C[C@@]2(O)[C@H](O)[C@H](O)[C@H](O)C[C@H]2N1Cc1ccc(N2CCOCC2)cc1,16%,.,.,4%
NC(=O)C1CCN(C(=O)CSCc2ccccc2Cl)CC1,-4%,1,23,-4%
O=c1[nH]ncn2cccc12,-10%,-1,45,2%
CN(C)c1ccc(C2SCCN2C(=O)c2ccc([N+](=O)[O-])cc2)cc1 (stereo not drawn),.,4,?,-7%
C=CCSc1cc(C)nc2c(-c3ccc(Cl)cc3)c(C)nn12,5%,0,40,1%
COc1ccc2nc(C)cc(Nc3ccc(N4CCOCC4)cc3)c2c1,18%,3,19,0%
Cc1ccc(OCCN2CCN(C(=O)CCC(=O)Nc3nnc(C)s3)CC2)cc1,.,?,188,2%

# The whole of this part, repeating the preview:
SMILES,ALOX15B inhib,IMPase cell inh,PNC assembly inh,ALOX12 inhib
Cc1ccc(-c2nnc(SC(C)C#N)n2N)cc1 (stereo not drawn),3%,-11,66,3%
Cc1ccccc1OCC(=O)N/N=C/c1ccncc1,.,.,?,-2%
Cc1ccc(CC2C(=O)N(c3ncccn3)C(=O)C2C)cc1 (stereo not drawn),5%,-5,3,0%
Cc1cc(NC(=O)c2cc(Cl)ccc2Cl)no1,-5%,2,-23,-1%
O=C(O)c1cnn2c(C(F)F)cc(C3CC3)nc12,1%,0,-8,2%
COc1cc2c(OC)cccc2cc1C(=O)O,-1%,6,27,-3%
C[N@+]1(CCC(=O)c2ccccc2)CC[C@H]2CC[C@H](C2)C1,-5%[11.4 µM],.,.,-2%[11.4 µM]
CC(=O)Nc1ccc(S(=O)(=O)NNC(=O)COc2cccc(C)c2)cc1,?,8,20,4%
COc1cc(OC)cc(C(=O)OCC(=O)Nc2ccc(N3CCCCC3)cc2)c1,-5%,4,-9,0%
COC(=O)[C@@H]1C[C@@]2(O)[C@H](O)[C@H](O)[C@H](O)C[C@H]2N1Cc1ccc(N2CCOCC2)cc1,16%,.,.,4%
NC(=O)C1CCN(C(=O)CSCc2ccccc2Cl)CC1,-4%,1,23,-4%
O=c1[nH]ncn2cccc12,-10%,-1,45,2%
CN(C)c1ccc(C2SCCN2C(=O)c2ccc([N+](=O)[O-])cc2)cc1 (stereo not drawn),.,4,?,-7%
C=CCSc1cc(C)nc2c(-c3ccc(Cl)cc3)c(C)nn12,5%,0,40,1%
COc1ccc2nc(C)cc(Nc3ccc(N4CCOCC4)cc3)c2c1,18%,3,19,0%
Cc1ccc(OCCN2CCN(C(=O)CCC(=O)Nc3nnc(C)s3)CC2)cc1,.,?,188,2%
O=C(c1ccc2c(c1)OCO2)N1CCN(c2ccc(F)cc2)CC1,-7%,?,?,-15%
O=[N+]([O-])c1nn(-c2ccc(Cl)cc2)n(O)c1=NCc1cccnc1,.,.,20,?
Cc1cccc(NC(=O)Nc2cc(C)on2)c1,-1%,-6,?,4%
CN(C)/C=N/c1c(C#N)cnn1-c1nc2ccccc2s1,-2%,?,-11,-2%

# Another view of two compounds above:
# Value order – ALOX15B inhib	IMPase cell inh	PNC assembly inh	ALOX12 inhib
O=C(c1ccc2c(c1)OCO2)N1CCN(c2ccc(F)cc2)CC1
  -7%	?	?	-15%
C[N@+]1(CCC(=O)c2ccccc2)CC[C@H]2CC[C@H](C2)C1
  -5%[11.4 µM]	.	.	-2%[11.4 µM]

# (cont.)
SMILES,ALOX15B inhib,IMPase cell inh,PNC assembly inh,ALOX12 inhib
Cc1ccc2c(c1)C=CC(C)N2C(=O)c1ccccc1 (stereo not drawn),-9%,-3,-14,-4%
COC(=O)c1ccc(C(NC(=O)OCc2ccccc2)/C(C)=C/[C@@H](C)C(=O)NCc2ccc(-c3ccccc3)cc2)cc1 (stereo partly drawn),.,.,37,-1%
COc1cccc(OCc2cc(/C=N/NC(=O)c3ccn[nH]3)ccc2OC)c1,-1%,10,-13,-3%
O=C(Nc1cccnc1)C1CCCN(S(=O)(=O)c2cccc3nsnc23)C1 (stereo not drawn),-3%,6,?,7%
CC(C)(C)CC(C)(C)NC(=S)Nc1ccc(S(=O)(=O)N2CCOCC2)cc1,.,.,-18,-16%
Cc1ccc(S(=O)(=O)N2CCOCC2)cc1NC(=O)COC(=O)C1COc2ccccc2O1 (stereo not drawn),.,.,-7,2%
CCN(CC)CCCn1c(=S)[nH]c2ncccc2c1=O,0%,-6,13,-4%
CSc1ccc(Cl)c(C(=O)NCCOc2cc(C(C)C)ccc2C)c1,-11%,-11,2,-8%
Cc1cc(=O)[nH]c(SCCOc2cccc(C(F)(F)F)c2)n1,2%,-8,16,1%
COc1cccc2oc(-c3ccccc3)cc(=O)c12,-8%,3,.,0%
CCOc1ccc(OCC)c(N=c2oc3c(C)ncc(CO)c3cc2C(N)=O)c1,-4%,?,9,-4%
COC(=O)c1cc2nc(-c3ccccc3)cc(C(F)(F)F)n2n1,.,-1,?,-4%
O=C(OCn1cncn1)c1ccc(Cl)cc1Cl,-3%,-6,?,7%
CCOC(=O)C1CCCN(CCC(=O)Nc2ccc(C)cc2)C1 (stereo not drawn),.,-2,16,-3%
O=C(Cc1ccc(Cl)cc1)Nc1ccc(-c2nnc(-c3ccco3)o2)cc1,-14%,0,35,-12%
COc1ccc(CC(=O)NNS(=O)(=O)c2ccc3ccccc3c2)cc1OC,.,.,?,0%
Cc1nn(C(C)C(=O)N2CCN(c3ccccn3)CC2)c(=O)c2cc3occc3n12 (stereo not drawn),16%,12,8,-7%
C/C(=N/NC(=O)C1CC1(c1ccccc1)c1ccccc1)c1cccs1 (stereo not drawn),.,-1,-2,-2%
CCOC(=S)SCC(=O)N1CCc2ccccc2C1C1C(=O)CCCC1=O (stereo not drawn),.,-3,-18,17%
CC(c1nnc(SCC(=O)N2CCc3ccccc32)n1-c1ccc(Cl)cc1)N(C)C (stereo not drawn),3%,1,-2,-6%
Cc1ccc(-n2nc3c(c2NC(=O)c2ccccc2Br)CS(=O)C3)cc1 (stereo not drawn),1%,1,?,-5%
CCOc1ccccc1CNC(=O)CCN1C(=O)COc2ccccc21,-7%[11.4 µM],?,29,-1%
COCCn1c(SCC(=O)Nc2ccc(N3CCOCC3)cc2)nc2ccccc21,.,8,-9,0%
COC(=O)c1ccccc1NC(=O)c1ccccc1N(C)S(C)(=O)=O,6%,6,41,0%
Cc1cccc2sc(NC(=O)C3CCCO3)nc12 (stereo not drawn),.,1,-100*,-2%
O=C(O)C1CC(=O)N(c2ccc3c(c2)OCCO3)C1 (stereo not drawn),3%,1,8,-5%
CCC(c1nnnn1Cc1ccco1)N1CCN(c2cc(Cl)ccc2C)CC1 (stereo not drawn),3%,6,-4,-11%
CN1CCC(=NNC(=O)c2cn(-c3ccccc3)nc2-c2ccccc2)CC1,.,.,?,4%
COC(=O)c1ccc(C(=O)Nc2cc(Cl)ccc2Cl)cc1NC(=O)c1ccccc1C,-15%,-11,-15,2%
N#Cc1cc(C(=O)c2cc(Cl)ccc2O)cn(CC2CCCO2)c1=O (stereo not drawn),3%,9,?,-10%
Cc1ccc2nc(NC(=O)CCNS(=O)(=O)c3ccc(Br)s3)sc2c1,14%,7,?,?
Cc1cc(C)n(/N=C/c2ccccc2)c(=O)c1C#N,0%,4,4,1%
CC1(C)CC(=O)C(C2(O)C(=O)N(Cc3ccccc3)c3ccccc32)CO1 (stereo not drawn),-4%,-3,50,0%
Cc1ncsc1C(=O)Nc1nc2c(s1)CCCC2,10%,4,?,-1%
Cc1cc([N+](=O)[O-])cc(C)c1OCC(=O)N/N=C/c1ccc(OC(=O)c2ccccc2)cc1,.,.,-100*,-1%
CC(=O)N1c2ccccc2N(Cc2ccc([N+](=O)[O-])cc2)C(=O)C1(C)C,.,.,13,-2%
CCOC(=O)C(C)On1c(-c2ccccc2)nc2ccc([N+](=O)[O-])cc21 (stereo not drawn),-2%,19,1,2%
O=C(COC(=O)CCCN1C(=O)c2cccc3cccc(c23)C1=O)Nc1cccc(Br)c1,.,.,21,-2%
COc1ccc(CN2CCOCC2)c(C)c1C,5%,1,13,6%
CCC(=O)Oc1ccc2c(c1)CCC1C2CC[C@]2(C)C(OC(=O)CC)CCC12 (stereo partly drawn),12%[0.0915 µM],.,.,-1%[0.00818 µM]
CC(C)Cc1nnc(NC(=O)CCC(=O)NC2CCCc3ccccc32)s1 (stereo not drawn),.,?,-24,0%
CC1=NN(C(=O)Cn2ccc([N+](=O)[O-])n2)C(O)(C(F)(F)F)C1 (stereo not drawn),.,.,?,3%
O=C(OCCN1C(=O)c2ccccc2C1=O)c1ccco1,.,-1[0.369 µM],-9,8%
CN(C)S(=O)(=O)c1cccc(CSc2cccc[n+]2[O-])c1,4%,-7,?,-5%
CCOC(=O)C1CCCN(C(=O)C2CCC(CNS(=O)(=O)c3ccc(NC(C)=O)cc3)CC2)C1 (stereo not drawn),.,-2,83,3%
O=S(=O)(c1ccccc1)C1(S(=O)(=O)c2ccccc2)CCCC1,-3%,-7,49,-2%
CC1(C)Cc2ccccc2-c2n[nH]c(=S)n21,-7%,-23,37,-8%
CCCCn1c(SCC(=O)Nc2nnc(CC)s2)nc2ccccc2c1=O,2%,6,-6,0%
COc1ccc(/C=c2\sc3nc(-c4ccccc4OC)nn3c2=O)c(OC)c1,?,-7,26,3%
N#C/C(=C/c1ccc(N2CCCCC2)o1)c1cccc(F)c1,10µM*,0,22,-25%
Cc1ccc(Cl)cc1NC(=O)CSc1nnc(C)n1-c1ccccc1,.,?,-7,-13%
CCOC(=O)c1c(-c2ccccc2)csc1NC(=O)CSc1nnnn1C,-2%,-2,-20,-6%
CCC(=O)Nc1nc2ccccc2n1Cc1ccccc1,1%,7,3,-8%
CCOC(=O)C(=O)Nc1nnc(CCc2ccccc2)s1,.,1,-100*,-1%
CCOC(=O)C1=C(c2ccccc2)NC(=S)NC1C (stereo not drawn),-16%,-9,?,-8%
CCCCNC(=O)c1cc2n(n1)C(C(F)(F)F)CC(c1ccccc1)N2 (stereo not drawn),-2%,-1,-9,-1%
CCOC(=O)/C(N=Nc1c(Br)cc(Br)cc1Br)=C(\C)O,-2%,?,?,-5%
O=C(O)C1C2CCC(C2)C1C(=O)NCc1ccccn1 (stereo not drawn),1%,2,?,1%
O=C(/C=C/c1ccccc1)N1CCC(c2ccccc2)C1 (stereo not drawn),.,.,107,-3%
O=c1[nH]cnc2scc(-c3ccsc3)c12,-9%,-9,7,-2%
CC(C)CCOCc1nc2sc3c(c2c(=O)[nH]1)CCC(C)C3 (stereo not drawn),-1%,3,-13,-8%
Nc1ccc(NC(=O)c2cccs2)c(Cl)c1,-2%,-4,27,-4%
